# Bioassay records as filed in PubChem BioAssay.
# E-selectin induc = induces E-selectin expression in human endothelial cells. activation, % at 7.58 µM. HUVEC E-selectin immunofluorescence imaging; normalized: neutral wells 0, TNF-alpha wells 100. AID 686992. hit rate 0.37% among 260,000. P16581;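 active = mean E-selectin-positive cell signal at least 10% of the positive control, reached in at least 60% of replicates, without over 20% cell loss; inconclusive = no rule given, readout overlaps actives, possibly toxicity-flagged; inactive = the rest, including those meeting only one limit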;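 also: in these data hits start at about 27%; measured in HUVEC primary endothelial cells; signal is the percent of cells scored E-selectin positive by PE staining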
#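 Test system: HUVEC | Signal: Immunofluorescence imaging | Read-out: Percent E-selectin-positive cells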
# esBAF inh = blocks esBAF chromatin remodeling in mouse ES cells | Bmi1-luciferase knock-in reporter, 24 h; 100% = twice the neutral-well signal | reporter increase, % at 12.5 µM | hit rate 2% among 350,000; in the data active = activation above about 40%; inconclusive = no clear call, values can overlap the other calls;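 also: 0% = median of the plate's neutral control wells and 100% = double that signal; a rise in the Bmi1 reporter signal indicates esBAF inhibition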
# Xi reactivation = X-chromosome reactivation activator; XiGFP mouse fibroblasts, % GFP-positive cells imaging, 3 d; cells co-treated with 5-aza-dC sensitizer; scaled so ellipticine positive control = 100%; activation, % at 7.58 µM; hit rate 0.055% among 360,000;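 active = mean normalized replicate activation at least 10% and every replicate at or above 10%; inconclusive = only one of the two criteria met; inactive = mean below 10% and not all replicates reach 10%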;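 also: 0% = median of on-plate neutral control wells and 100% = ellipticine 6 µM median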
#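 material = 68-5-11 XiGFP fibroblast line | medium = DMEM plus 5-aza-dC sensitizer | schedule = 3 days compound exposure | benchmarks = positive control ellipticine, 6 µM final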
# RAD52 anneal inh = RAD52 (human) annealing inhibition | recombinant RAD52 DNA annealing, FRET fluorescence | inhibition, % at 18.7 µM | hit rate 0.46% among 360,000;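 active = every replicate showing at least 50% inhibition; inconclusive = mean inhibition at least 50% but not in every replicate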
# Target sequence (P43351 whole entry, looked up): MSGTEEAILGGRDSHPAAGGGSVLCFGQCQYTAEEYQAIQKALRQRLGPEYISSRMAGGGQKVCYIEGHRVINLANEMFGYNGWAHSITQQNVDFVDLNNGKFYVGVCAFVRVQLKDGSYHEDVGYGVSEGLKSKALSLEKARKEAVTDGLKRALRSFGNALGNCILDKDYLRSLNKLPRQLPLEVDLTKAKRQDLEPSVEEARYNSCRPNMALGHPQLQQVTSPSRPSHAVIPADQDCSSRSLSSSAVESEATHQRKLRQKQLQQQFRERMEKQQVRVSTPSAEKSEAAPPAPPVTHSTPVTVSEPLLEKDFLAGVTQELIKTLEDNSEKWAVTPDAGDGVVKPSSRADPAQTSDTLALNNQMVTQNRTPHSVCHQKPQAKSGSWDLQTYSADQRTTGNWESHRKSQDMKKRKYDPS
# ERAP1 HTS inh = ERAP1 (human) enzyme inhibition; recombinant ERAP1, Leu-AMC fluorescence, 60 min; inhibition, % at 10.7 µM; hit rate 0.15% among 340,000; AID 652197;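 active = mean replicate inhibition of at least 30%, or all replicates individually reaching that 30% level; inactive = mean below 30% and not every replicate reaching it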;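 also: 0% = neutral control wells and 100% = L-leucinethiol positive control wells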
# S100A4 inh HTS = blocks human S100A4 binding to myosin IIA peptide. P26447. S100A4/TAMRA-MyoIIA peptide fluorescence polarization. inhibition, % at 10.7 µM. hit rate 0.14% among 360,000. AID 652163;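 active = mean inhibition of at least 70% across replicates, with every replicate also reaching that level; inconclusive = mean inhibition reaches 70% but some replicates fall short; inactive = mean inhibition below 70%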
# Target sequence (P26447 whole entry, looked up): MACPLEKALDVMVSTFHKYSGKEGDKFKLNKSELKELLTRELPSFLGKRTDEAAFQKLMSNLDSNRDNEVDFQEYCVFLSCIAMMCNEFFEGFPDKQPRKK
#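 Material: S100A4 monomer (human). Medium: Calcium-containing HEPES buffer, pH 7.2. Probe or stimulus: labelled myosin peptide probe, 5 nM. Compound dosing: one concentration per compound. Timing: polarization read 5 min after assay mix addition, stable 5–60 min. Benchmarks: DMSO as neutral control, TFP as positive control.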
# ERp5 inh = inhibitors of human ERp5; Q15084; ERp5 insulin aggregation, absorbance 650 nm, 90 min; inhibition, % at 9.99 µM; hit rate 0.05% among 350,000;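 active = mean replicate inhibition above about 25%, with every replicate also reaching it, limit read from the data, passing the limit was not always enough; inconclusive = only one of those two criteria met; inactive = neither criterion met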
# RAD54 branch = blocks human RAD54 Holliday junction branch migration. Q92698. FAM/BHQ fluorescence. inhibition, % at 10.4 µM. hit rate 0.14% among 360,000. AID 602329;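 active = mean normalized replicate activity at least 40 and at least half of replicates scoring 40 or more; inconclusive = only one of the two criteria met; inactive = mean below 40 and under half of replicates reaching 40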;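 also: 0% = median of neutral control wells and 100% = median of positive control wells; inhibitors cause a drop in the FAM fluorescence signal; in these data hits start at about 50%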
# Numbers without * were called inactive; ? = inconclusive; . = no result given.
SMILES,E-selectin induc,esBAF inh,Xi reactivation,RAD52 anneal inh,ERAP1 HTS inh,S100A4 inh HTS,ERp5 inh,RAD54 branch
C#CCOCCOCCOCCNc1nc(N2CCN(C(=O)[C@H]([C@@H](C)CC)n3cc(CCCCN)nn3)CC2)nc(N2CCN(C(=O)[C@H]([C@@H](C)CC)n3cc(CCCN=C(N)N)nn3)CC2)n1,-0.1,0,0.0,44,-3,3,0,8
CN(C)C(=O)Nc1ccccc1CC[N+](=O)[O-],4.7,-3,0.0,-13,-2,-2,4,1
COCCNC(=O)C[C@@H]1C[C@@H]2c3cc(NC(=O)c4ccc5c(c4)OCO5)ccc3O[C@@H]2[C@H](CO)O1,0.1,-5,0.0,1,-1,10,5,10
CC(=O)Nc1cccc(-c2ccnc3c2CC(C)(C(=O)NCC2CC2)O3)c1 (configuration not stated),2.4,0,0.0,-1,-1,2,-14,-1
COCc1[nH][nH]c(=O)c1C=Nc1ccc(C(F)(F)F)cc1,-0.1,.,0.5,-11,3,-1,3,.
CC(=O)Nc1ccc(S(=O)(=O)N(Cc2cccnc2)Cc2cc3ccccc3[nH]c2=O)cc1,.,-6,0.1,-13,4,-6,2,2
O=C(NCc1ccc(Cl)nc1)c1csc(COCCO)n1,-0.1,-9,0.2,-5,-4,-1,-3,2
COc1ccc(NC(=S)N2CCC(NC(=O)c3ccco3)CC2)cc1,.,-1,0.0,2,1,1,1,-3
Cc1nc(Cl)c(N=Cc2cccc([N+](=O)[O-])c2)c(Cl)n1,0.0,-8,0.1,-4,2,17,0,.
Cc1csc(NC(=O)C2CCCN(S(=O)(=O)c3cnc[nH]3)C2)n1 (configuration not stated),.,2,0.0,-18,.,0,1,-13
CC(c1ccccc1)N1C(=O)C2C3C=CC(C4CC34)C2C1=O (configuration not stated),7.2,.,0.2,1,3,-4,1,.
N#CC1=C(N)NC(=S)C(C(N)=O)C1c1ccc([N+](=O)[O-])cc1 (configuration not stated),0.2,-4,-0.1,-12,11,-2,2,6
COc1ccc(C/C(C)=N\NC(=O)c2c[nH]c3ccccc23)cc1OC,17,2,0.0,-33,2,4,1,-3
COc1ccc(C(=O)Nc2nnc(-c3ccccc3)s2)cc1,.,47*,0.0,-2,-1,-9,-4,-4
O=C(COC(=O)c1cc(S(=O)(=O)N2CCOCC2)ccc1F)Nc1cc([N+](=O)[O-])ccc1F,.,-5,0.1,-10,-1,-4,3,-5
Cc1cccc(NC(=O)CSCC(=O)N2CCN(C(=O)c3ccco3)CC2)c1,1.8,1,0.1,7,-1,-6,-4,9
C[C@H]1CN([C@@H](C)CO)C(=O)c2cccc(NC(=O)CCCCCC(=O)Nc3ccccc3N)c2O[C@@H]1CN(C)S(=O)(=O)c1ccc(F)cc1,-0.2,.,-0.4,-28,0,-25,6,.
CC1SCC(NC(=O)c2ccc(Cl)cc2)CS1 (configuration not stated),.,.,-0.1,-16,-3,0,.,-3
CO[C@@H]1CN(C)C(=O)c2ccc(NC(=O)c3cc(C)on3)cc2OC[C@@H](C)N(C(C)=O)C[C@@H]1C,-0.2,-6,0.1,-6,0,-23,-8,6
NS(=O)(=O)c1ccc(CCNC(=O)CNC(=O)Cc2ccccc2)cc1,-0.1,-8,0.1,-6,-2,6,-4,-19
O=C(c1ccccc1)c1ccc(OCC(O)CNCc2ccc(F)cc2)cc1 (configuration not stated),-0.4,-5,0.0,19,-3,0,-6,8
Nc1ccc(C(=O)N/N=C/c2cn(Cc3ccc(F)cc3)c3ccccc23)cc1,0.0,12,0.0,6,2,1,1,8
COc1ccc(Cl)cc1C(=O)Nc1ccncc1,.,-1,0.1,-1,1,-5,5,8
C[C@H]1CN([C@@H](C)CO)C(=O)c2cccc(NC(=O)Nc3ccc(F)cc3)c2O[C@@H]1CN(C)C,0.0,3,-0.1,3,-1,2,1,2
COc1ccc(CN2C(=O)CSCC2=O)cc1OC,-0.1,-2,0.0,-10,0,-2,2,7
Cc1ccc(S(=O)(=O)N(C)C[C@H]2Oc3c(NC(=O)c4ccc(-c5nccs5)cc4)cccc3C(=O)N([C@H](C)CO)C[C@@H]2C)cc1,0.1,2,-1.0,7,2,2,4,-1
O=S(=O)(Nc1ccccn1)c1cccc(S(=O)(=O)c2ccc(Br)cc2)c1,.,-6,0.0,-15,2,-3,0,-9
COc1cc(CN2CCC(C(=O)NC(c3ccc(F)cc3)c3ccc4ccccc4n3)CC2)cc(OC)c1 (configuration not stated),1.1,3,0.3,-103,1,-4,2,13
Cc1cccc(NC(=O)CSc2ccc(-c3cccnc3)nn2)c1,0.6,5,-0.1,-13,1,0,4,-18
CCC(=O)N1CCN(c2ccc(NC(=O)c3ccc([N+](=O)[O-])o3)cc2Cl)CC1,-3.0,.,-0.1,-3,-5,-6,3,.
Nc1[nH]c(C(=O)c2ccccc2)c(-c2ccc(Cl)cc2F)c1C(=O)NCCc1c[nH]c2ccccc12,0.0,.,0.6,-7,-3,1,-1,.
Cc1ccc(C2(C)NC(=O)N(CC(=O)Nc3cc(C)on3)C2=O)cc1 (configuration not stated),.,9,.,4,5,-1,-3,-8
CC(C)NC(=O)Nc1ccc2c(c1)C(=O)N([C@@H](C)CO)C[C@@H](C)[C@@H](CN(C)S(=O)(=O)c1cn(C)cn1)OCCCC[C@H](C)O2,.,-4,0.1,9,0,1,0,0
CCOC(=O)[C@H]1[C@H]2COc3ccc(OC)cc3[C@H]2N2C(=O)CN(Cc3ccccc3)C(=O)[C@@]12C,0.1,-1,0.1,-10,4,-3,-4,5
Cc1ccc(/C=C/C(=O)NCCc2c[nH]c3ccccc23)o1,4.9,8,0.1,-31,-1,-2,3,-6
C[C@@H]1CN([C@@H](C)CO)C(=O)Cc2cc(NC(=O)Cc3ccccc3)ccc2O[C@@H]1CN(C)S(=O)(=O)c1ccc(F)cc1,0.0,3,0.0,1,-2,6,-3,-6
C[C@H]1CN([C@@H](C)CO)C(=O)c2cccc(NC(=O)c3nc4ccccc4s3)c2O[C@H]1CN(C)Cc1ccc(C(F)(F)F)cc1,-1.7,1,-1.1,5,-2,10,1,-2
COc1ccc(NC(=O)OCC(C)C)cc1OC,.,.,.,-17,4,-1,1,.
CCc1ccc(-c2cc3c(=O)n(CC(=O)NCCCN4CCN(C)CC4)ncn3n2)cc1,.,.,0.0,2,1,-11,-2,.
O=C(CSc1nnc(Cc2ccccc2)o1)c1cc(F)ccc1F,6.8,.,0.2,-10,0,0,0,.
O=C(N=C1SCC(=O)N1c1ccccc1Cl)c1ccccc1,.,.,0.0,-49,-5,-26,-1,.
Cc1ccc(N2C(=O)c3ccccc3C2C(=O)c2cc(C)ccc2O)cc1 (configuration not stated),?,.,0.0,-4,1,-1,-3,4
COc1cc(C(=O)NC2CCCCC2)ccc1OC1CCN(C(C)=O)CC1,0.2,3,0.1,-16,-4,7,1,-27
N#C[C@H]1[C@H](c2ccc(-c3ccccc3F)cc2)[C@H](CO)N1C(=O)C1CC1,0.2,4,0.0,6,-2,4,0,-10
Cc1cc(C)cc(N2C(=O)CS(=O)(=O)C2c2cccc([N+](=O)[O-])c2)c1 (configuration not stated),.,.,.,21,-4,11,2,-11
C=CCOc1ccc(-c2n[nH]c(=S)o2)cc1,3.9,22,-0.1,-24,-4,1,4,-8
O=C1OCc2ccc([N+](=O)[O-])cc21,0.1,-14,0.0,-49,-6,-6,3,-6
